From PubChem BioAssay
ssDAF12 agonist: activators of S. stercoralis DAF-12 nuclear receptor | hit rate 1% among 370,000 | activation, % at 6.8 µM | HEK293 ssDAF-12/GRIP1 lit1-tk-luc reporter, luminescence; % of 3 µM dafachronic acid response;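 active means activation above the mean over all tested compounds plus 3 SD, cut at about 0.9% in these data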;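 further: 0% = DMSO-only wells and 100% = 3 µM delta7-dafachronic acid wells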
DAX1 inh-1: blocks DAX1 repression of SF-1 activated StAR promoter; HEK293T StAR-luciferase reporter, SF-1/DAX-1 repression relief; inhibition, % at 6.8 µM; hit rate 1.1% among 370,000; AID 652010;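 active means inhibition above the mean over all tested compounds plus 3 SD, cut at about 3.6% in these data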;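 further: 0% = DAX-1 cells with DMSO and 100% = cells lacking DAX-1 with DMSO; higher inhibition means more luminescence from relief of DAX-1 repression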
SMARCA2 act: activators of SMARCA2 function. AID 652017. hit rate 1% among 370,000. MG213 cells, MMTV-luciferase reporter, dexamethasone, overnight. activation, % at 9.1 µM; in the data active means activation above about 7.8%;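 further: 0% = vehicle wells and 100% = reference activator wells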
hgDAF-12 ag: hgDAF-12 agonism, primary luciferase screen | HEK293 GAL4-hgDAF12 UAS-luciferase reporter, agonist luminescence; normalized to butyrate control | AID 687014 | activation, % at 6.8 µM | hit rate 1.8% among 370,000;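 active means activation above a cutoff set at the mean of all screened compounds plus 3 SD, cut at about 10% in these data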;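 further: 0% = DMSO wells and 100% = sodium butyrate wells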
ADAM17 inh: inhibits human ADAM17; AID 720648; P78536; recombinant ADAM17, EDANS/DABCYL FRET peptide cleavage; hit rate 0.83% among 370,000; inhibition, % at 6.95 µM;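 active means inhibition above the mean of compounds lying between control limits plus 3 SD, set per campaign, cut at about 8.5% in these data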;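 further: 0% = DMSO-only wells as the low control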
DAX1 inh-2: NR0B1 (DAX1) inhibition; HEK293 Gal4-DAX1 luciferase reporter, luminescence; P51843; hit rate 0.99% among 340,000; inhibition, % at 6.75 µM; AID 504766;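 active means inhibition above the mean over all tested compounds plus 3 SD, cut at about 4.2% in these data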;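 further: 0% = DAX1-transfected cells with DMSO and 100% = empty-vector control cells with DMSO; inhibition shows as a rise in luminescence from relieved DAX1 repression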
hcDAF-12 act: activates DAF-12 receptor from parasite H. contortus. HEK293 hcDAF-12 lit1-tk-luc reporter, luminescence; 0% DMSO, 100% Δ7-dafachronic acid. hit rate 1.4% among 370,000. activation, % at 6.8 µM. AID 652067;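 active means activation above the mean of all tested compounds plus 3 SD, cut at about 5.5% in these data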;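 further: 100% = response to 3 µM Δ7-dafachronic acid high control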
GAA850 FXN act: activators of GAA850 frataxin (FXN) promoter. hit rate 0.56% among 360,000. activation, % at 6 µM. HEK293 lucGAA850 FXN promoter luciferase reporter, 24 h; percent of 10 µM SAHA response;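 active means activation above the average of all compounds screened plus 3 SD, cutoff fixed separately per campaign, cut at about 7.5% in these data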;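 further: 0% = DMSO wells and 100% = 10 µM SAHA wells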
GC-A act: GC-A (human) enzyme activation. P16066. HEK293 GC-A cells, cGMP TR-FRET, EC30 ANP; 0% at EC30 ANP, 100% saturating ANP. activation, % at 10 µM. hit rate 0.14% among 370,000; in the data active means activation above about 40%
Target sequence (P16066 whole entry, looked up): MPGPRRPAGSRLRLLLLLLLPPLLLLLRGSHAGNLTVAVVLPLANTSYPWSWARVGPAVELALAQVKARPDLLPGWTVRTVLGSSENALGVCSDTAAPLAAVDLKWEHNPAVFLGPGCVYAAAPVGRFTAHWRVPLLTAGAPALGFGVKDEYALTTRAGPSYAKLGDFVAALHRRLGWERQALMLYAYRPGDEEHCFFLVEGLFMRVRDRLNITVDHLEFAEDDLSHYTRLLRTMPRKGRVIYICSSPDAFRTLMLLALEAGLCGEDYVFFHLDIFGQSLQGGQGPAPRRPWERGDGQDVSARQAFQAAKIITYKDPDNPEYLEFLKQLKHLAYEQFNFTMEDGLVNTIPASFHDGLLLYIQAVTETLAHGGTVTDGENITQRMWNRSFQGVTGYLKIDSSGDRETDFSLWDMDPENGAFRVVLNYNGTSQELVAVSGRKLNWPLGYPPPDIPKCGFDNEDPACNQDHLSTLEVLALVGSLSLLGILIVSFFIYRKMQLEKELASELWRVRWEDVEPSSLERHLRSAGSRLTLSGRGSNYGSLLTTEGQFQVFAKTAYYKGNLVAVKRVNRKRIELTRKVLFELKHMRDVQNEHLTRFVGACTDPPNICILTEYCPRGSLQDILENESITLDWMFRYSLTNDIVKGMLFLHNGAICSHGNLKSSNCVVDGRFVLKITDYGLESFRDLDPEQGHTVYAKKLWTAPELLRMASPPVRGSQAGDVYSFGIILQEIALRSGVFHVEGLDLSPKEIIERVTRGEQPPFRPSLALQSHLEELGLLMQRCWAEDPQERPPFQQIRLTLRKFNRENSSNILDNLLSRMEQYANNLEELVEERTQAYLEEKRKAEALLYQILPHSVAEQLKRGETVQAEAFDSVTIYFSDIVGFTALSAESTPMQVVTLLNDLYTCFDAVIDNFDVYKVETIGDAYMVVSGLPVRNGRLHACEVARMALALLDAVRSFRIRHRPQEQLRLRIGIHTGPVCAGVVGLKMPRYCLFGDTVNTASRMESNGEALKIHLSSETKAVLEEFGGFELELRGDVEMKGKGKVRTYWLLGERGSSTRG
PG9 Ab binder: binds the HIV-1 gp120 antibody PG9. inhibition, % at 6.7 µM. hit rate 0.43% among 360,000. TR-FRET gp120-PG9 antibody binding. AID 624416; in the data active means inhibition above about 8.5%
ADAM10 inh: inhibitors of human ADAM10; inhibition, % at 7 µM; recombinant ADAM10, EDANS/DABCYL FRET peptide cleavage, 3 h; AID 720582; hit rate 0.62% among 370,000; O14672;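 active means inhibition above a per-campaign cutoff equal to the mean of compounds falling between control-based bounds plus 3 SD, cut at about 20% in these data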;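 further: 0% = DMSO wells while the 100% control is not disclosed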
* hit, by the source's call; · = no result given.

Each structure is followed by: ssDAF12 agonist	DAX1 inh-1	SMARCA2 act	hgDAF-12 ag	ADAM17 inh	DAX1 inh-2	hcDAF-12 act	GAA850 FXN act	GC-A act	PG9 Ab binder	ADAM10 inh
- COc1ccc(C(C)=O)cc1COC(=O)CSC(C)C(=O)Nc1cc(C)on1 (centres undefined)
  -0.3	0.3	-2	-2.1	-3	-0.6	2.1	3.0	-2	2.8	-2
- COc1ccc(-n2nc3c(c2NC(=O)COc2ccccc2)CS(=O)(=O)C3)cc1
  -1.1	0.3	0	-0.2	0	0.7	4.0	-0.5	-2	-2.1	-6
- COc1ccc(NC(=O)c2ccco2)cc1NC(=O)c1c(F)c(F)c(OC)c(F)c1F
  -1.4	-0.4	0	-1.9	0	0.6	-2.3	3.2	0	0.3	3
- CCOc1cc(C2C3=C(CC(C)(C)CC3=O)N(C)C3=C2C(=O)CC(C)(C)C3)ccc1O
  -1.3	-0.5	0	1.4	-5	0.4	-0.7	0.9	-6	-0.4	-8
- COc1ccc(OCC(O)CNC(C)c2ccccc2)cc1 (centres undefined)
  -1.3	0.3	-4	-1.6	3	-0.8	-0.2	-0.1	-4	0.7	9
- O=S(=O)(Cc1ccc(Cl)cc1)c1ccccc1-c1nnc(-c2ccccc2)o1
  -1.1	-0.8	0	1.0	-1	0.7	0.3	-0.3	-2	2.1	2
- Cc1nn(C(C)C(=O)O)c(=O)c2c1sc1ccccc12 (centres undefined)
  -1.3	0.5	-1	2.6	-2	0.3	-0.4	1.6	5	5.4	-2
- CCOc1cc(NC(=S)NCc2ccco2)c(OCC)cc1NC(=O)c1ccco1
  -1.3	0.4	-3	-2.2	2	0.1	-1.7	1.2	0	0.9	-2
- Cc1nn(C)c(C(=O)NNC(=O)NC2CCCCC2)c1Cl
  -1.4	-0.9	-2	0.1	0	-0.4	-2.9	0.9	0	-1.8	-3
- Cc1ccc(SCc2ccc(C(=O)Nc3cccc([N+](=O)[O-])c3C)cc2)cc1
  -1.1	0.0	-1	-2.6	-3	0.6	-0.8	-1.2	-3	0.9	-1
- CCOCCCn1c(SCc2nc3sc(C(=O)O)c(C)c3c(=O)[nH]2)nnc1-c1ccc(Cl)cc1
  -0.8	0.3	-1	1.7	-5	0.2	0.0	0.2	4	-0.4	2
- CCOc1ccc(N2C(=O)Nc3ccccc3C2(O)C(=O)NCc2ccc3c(c2)OCO3)cc1 (centres undefined)
  -1.6	-0.1	6	-2.3	-2	0.7	-1.7	-0.3	2	0.2	3
- CCOC(=O)N1CCN(C(=O)c2cc3c(=O)n(C)c4ccccc4c3n2C)CC1
  -1.8	-0.5	0	1.9	1	1.9	1.9	0.9	-4	-1.9	-12
- CN(C)S(=O)(=O)c1ccc(Cl)c(NC(=O)CN2CCCC2)c1
  -1.3	0.4	-2	0.6	0	0.3	-1.0	2.0	6	-0.9	-7
- C[C@]12c3[nH]c4cc(-c5ccco5)ccc4c3CCN1C(=O)[C@@H](CC(=O)NCc1ccco1)C[C@@H]2C(=O)N1CCCCC1
  -1.5	-0.5	-1	-1.8	-139	-1.4	-1.8	-0.2	-8	-0.7	-451
- Cc1cc2c(c(=O)o1)C(Cc1ccccc1)C(C#N)=C(N)O2 (centres undefined)
  -0.8	-0.6	-3	-0.9	-9	-0.6	-1.1	0.3	2	0.7	-19
- CCOc1ccc(/C=N/NC(=O)COc2ccccc2-c2ccccc2)cc1
  -1.3	-0.4	-2	0.2	-3	0.6	-1.8	-2.2	-2	-0.4	7
- CCOC1=NS(=O)(=O)c2ccccc21
  -1.5	-0.4	4	0.9	-1	-0.2	-4.2	1.8	-2	-1.5	9
- O=C(Nc1ccccc1)Nc1nnc(SCc2ccc(Cl)cc2)s1
  -1.2	-0.4	0	2.8	-2	-0.2	0.2	1.1	8	-0.8	1
- COc1ccc(NC(=O)c2c(-c3ccccc3Cl)noc2C)c(OC)c1
  -2.0	-1.3	-3	-1.0	4	-1.7	-2.8	1.5	-7	0.8	9

Structures from the list above with an aryl methoxy group:
Each structure is followed by: ssDAF12 agonist	DAX1 inh-1	SMARCA2 act	hgDAF-12 ag	ADAM17 inh	DAX1 inh-2	hcDAF-12 act	GAA850 FXN act	GC-A act	PG9 Ab binder	ADAM10 inh
- COc1ccc(C(C)=O)cc1COC(=O)CSC(C)C(=O)Nc1cc(C)on1 (centres undefined)
  -0.3	0.3	-2	-2.1	-3	-0.6	2.1	3.0	-2	2.8	-2
- COc1ccc(-n2nc3c(c2NC(=O)COc2ccccc2)CS(=O)(=O)C3)cc1
  -1.1	0.3	0	-0.2	0	0.7	4.0	-0.5	-2	-2.1	-6
- COc1ccc(NC(=O)c2ccco2)cc1NC(=O)c1c(F)c(F)c(OC)c(F)c1F
  -1.4	-0.4	0	-1.9	0	0.6	-2.3	3.2	0	0.3	3
- COc1ccc(OCC(O)CNC(C)c2ccccc2)cc1 (centres undefined)
  -1.3	0.3	-4	-1.6	3	-0.8	-0.2	-0.1	-4	0.7	9
- COc1ccc(NC(=O)c2c(-c3ccccc3Cl)noc2C)c(OC)c1
  -2.0	-1.3	-3	-1.0	4	-1.7	-2.8	1.5	-7	0.8	9

Carrying on:
Each structure is followed by: ssDAF12 agonist	DAX1 inh-1	SMARCA2 act	hgDAF-12 ag	ADAM17 inh	DAX1 inh-2	hcDAF-12 act	GAA850 FXN act	GC-A act	PG9 Ab binder	ADAM10 inh
- O=C(CCNC(=O)c1ccc(Br)cc1)NCc1ccccn1
  -0.5	0.5	-2	0.1	-1	1.5	-0.6	0.4	5	2.3	-4
- COc1cccc(-c2c(-c3cc(OC)cc(OC)c3)n(C)c3ccc(-c4ccc5cc[nH]c5c4)cc23)c1
  -1.3	-0.2	0	0.0	-20	-0.2	1.2	2.3	-3	-1.0	-134
- COc1ccccc1CNC(=O)CSC(=S)N1CCCC1
  -0.9	-0.5	2	-0.7	-5	2.0	2.0	-0.1	0	-1.6	1
- COc1cccc(NC(=O)CN2C(=O)NC3(CCCC3)C2=O)c1
  -0.4	-0.1	3	-1.4	0	-1.0	0.1	2.0	1	-3.0	7
- CCC(C(=O)NCc1ccc(C)o1)n1nc(C)c2c(C)n(-c3ccccc3)nc2c1=O (centres undefined)
  -0.9	-2.1	3	0.4	-1	-1.2	-4.2	-0.8	-2	-1.0	3
- O=C(Cn1cc(C(=O)c2cccs2)c2ccccc21)NCc1ccc2c(c1)OCO2
  -1.5	-1.6	-2	0.4	4	0.5	-0.4	-2.1	-5	-1.0	8
- COc1cccc(Cn2cc(COC(=O)NCCc3ccccc3)nn2)c1
  -1.3	0.5	-3	-1.9	2	·	-1.3	·	7	·	-2
- CCN(Cc1ccccc1)S(=O)(=O)c1nc2nc(C)c(C)c(C)n2n1
  -1.4	-0.6	1	0.9	1	-0.1	-1.0	0.0	4	-0.1	-6
- CC(C)NC(=O)NNC(=O)c1nn(-c2ccc(F)cc2)ccc1=O
  -1.0	-0.8	-2	0.3	-5	-0.1	0.5	-0.4	2	0.2	-13
- COc1cc(C(c2c(C)[nH][nH]c2=O)c2c(C)[nH][nH]c2=O)cc(Br)c1OC
  -0.2	-0.8	-1	-2.4	-1	1.9	-0.4	0.5	9	-3.1	1
- CC(=O)/C(=N\Nc1ccccc1Cl)Sc1cccc2cccnc12
  -1.4	0.1	-2	-1.0	4	2.3	0.5	-0.8	-19	2.3	11
- COc1ccccc1-c1cc(C(F)(F)F)nc(S(=O)(=O)CCCC(=O)N2CCCCC2C)n1 (centres undefined)
  -0.7	-0.6	0	-2.7	-7	-2.0	-1.3	-1.2	78*	0.4	-18
- Oc1cc2ccccc2cc1-c1n[nH]c(=S)o1
  -0.7	0.3	0	-1.0	-15	1.1	2.5	0.6	1	0.4	-76
- CCN(CC)CCN1c2ccccc2Sc2ccc3ccccc3c21
  -0.6	0.3	-2	-2.9	-5	0.9	0.9	0.5	-44	-1.7	-12
- Cc1ccc(S(=O)(=O)N2CCOCC2)cc1C(=O)NC1CCCC1
  -1.3	0.0	1	0.4	1	2.2	-1.1	0.7	0	-2.7	1
- Cc1ccc(OCCSc2nnc(NC(=O)c3ccco3)s2)cc1
  -1.2	0.1	3	0.7	0	0.0	0.2	1.2	-3	-1.4	7
- COc1ccc(C2c3c(ccc4ccccc34)Oc3ncn4nc(-c5ccco5)nc4c32)cc1OC (centres undefined)
  -0.7	-0.5	1	0.6	1	0.9	0.3	0.7	-1	0.5	2
- CC[C@H](C)[C@H]1CNC(=S)N1CC1CCN(CCC(C)(C)C)CC1
  -0.5	-0.6	-5	2.2	1	0.1	0.1	-1.6	-1	0.9	-6
- COC(=O)c1c(-c2ccc(F)cc2)csc1NC(=O)c1ccco1
  -0.6	1.6	8	7.4	-10	3.1	1.3	9.6*	6	12*	-27
- COc1ccc(C(N)=S)c(OC)c1
  -0.6	-0.2	-1	0.1	-1	-2.4	-1.4	0.4	3	-0.7	1
- CCn1c(Cn2nnc(-c3ccccc3)n2)nnc1SCc1ccc(Cl)c(Cl)c1
  -0.9	-0.6	-1	-1.2	9.1*	-0.8	-1.5	0.6	-11	-1.1	26*
- O=C(CCN1C(=O)c2ccccc2C1=O)CN1CCOCC1
  -1.6	-0.2	5	-3.8	1	0.8	0.0	3.0	-1	0.0	1
- C/C(=N/NC(=O)c1ccc2nc[nH]c2c1)c1cccs1
  -0.2	2.1	-2	6.8	2	0.1	-0.3	5.2	-2	-3.3	6
- CC1CCN(S(=O)(=O)c2cc(Cl)ccc2Br)CC1
  -1.4	-0.3	-4	-0.4	-5	-0.3	-0.9	3.2	-9	2.4	-4
- Cc1ccc(C2(C)NC(=O)N(CC(=O)NNC(=O)c3ccccc3)C2=O)cc1 (centres undefined)
  -0.6	-0.6	-1	-0.5	0	1.1	-1.6	-0.3	3	1.0	-7
- COCCn1c(SCC(=O)N2CCCCC2)nc2ccccc2c1=O
  -0.4	-0.2	-2	-1.2	-5	0.0	-0.9	-0.9	-3	-1.7	-5
- Cc1cc(NC(=O)c2cc([N+](=O)[O-])cc([N+](=O)[O-])c2)no1
  -0.2	-0.4	-3	-1.8	3	·	-2.2	1.5	-3	-3.1	10
- CCOC(=O)C1=C(C)Nc2ncnn2C1c1ccc2c(c1)OCO2 (centres undefined)
  -1.9	-0.4	1	-1.6	-6	1.0	-1.5	0.1	-3	-1.3	-4
- NS(=O)(=O)c1ccc(CCNC(=O)Cn2c(=O)c3cccn3c3cccnc32)cc1
  -0.7	0.0	0	2.0	-6	0.5	-0.9	1.6	1	-0.3	-24
- O=C(NC1CCSC1=O)C1CCCCC1 (centres undefined)
  -1.7	0.6	-1	-0.3	-3	1.9	-0.5	0.7	3	-0.6	-6
- CCCn1c(N)c(C(=O)COC(=O)CNC(=O)c2ccccc2OCC)c(=O)[nH]c1=O
  -0.7	-0.2	1	1.3	-4	-0.9	-0.5	0.9	0	-0.4	-11
- Cc1nc2oc3ccc(F)cc3c(=O)c2cc1C(=O)NC(C)(C)C
  -1.0	1.6	6	4.5	-9	0.2	-0.1	2.6	-4	-2.9	-35
- O=C(NC(=S)Nc1cc(-c2nc3ccccc3[nH]2)ccc1Cl)c1ccc2c(c1)OCO2
  -0.3	1.5	-1	9.9	-7	0.5	2.0	1.5	10	2.2	-19
- Cc1ccc(-c2csc3ncnc(Cl)c23)cc1
  -1.0	0.2	0	0.0	2	-0.6	2.3	-1.4	2	-2.4	-3
